Screening data: PubChem BioAssay, National Center for Advancing Translational Sciences (NCATS)
Glioma ERSR ind = induces the endoplasmic reticulum stress response in human glioma cells | U87-MG GRP78 promoter luciferase reporter, 16 h | Potency, µM, for the others: at the highest dose activation, usual class: activators | hit rate 0.02% among 420,000; further: potency means the concentration at half of the fitted maximal effect; series mostly up to about 76 µM; % of control where 0% means no effect; nearly all actives have a fitted effect of over 35% in size
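ERSR induction read as luciferase luminescence (Bright-Glo, 10 min at room temperature) in stably transfected human U87-MG glioma cells exposed to compounds for 16 h, using GRP78 as sensor.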
POLI inh = blocks human DNA polymerase iota activity; Pol iota fluorescent replication assay, 10 min; Potency, µM (doses to about 115 µM), for the others: at the top dose activity, negative = inhibition, actives largely listed as inhibitors; hit rate 1% among 390,000; AID 588590; further: potency means the concentration at half of the fitted maximal effect
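Pol iota at 10 nM preincubated 15 min with compounds at room temperature; reaction started with fluorescent substrate, 50 nM final. Fluorescence read kinetically at 0 and 10 min; buffer-only wells as negative control.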
BLM helicase inh = blocks DNA unwinding by human BLM helicase; P54132; recombinant BLM DNA unwinding, fluorescence dequenching; Potency, µM (top dose mostly 56.1 µM), for inactives: top-dose activity change, negative = inhibition, hits mostly inhibitors; AID 2528; hit rate 0.2% among 350,000;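 further: potency means the concentration at half of the fitted maximal effect; plate controls were vehicle for no effect and no enzyme for full effect; nearly all actives have a fitted effect of over 35% in size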
APEX1 inh = blocks human APE1 abasic DNA cleavage; recombinant APE1, TAMRA/BHQ-2 abasic DNA cleavage fluorescence; Potency, µM (series often up to 65.8 µM), without a hit: top-dose activity change, negative = inhibition, actives largely listed as inhibitors; hit rate 0.35% among 350,000; AID 2517;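 further: potency means the concentration at half of the fitted maximal effect; plate controls were vehicle for no effect and reference inhibitor for full effect; nearly all actives have a fitted effect of over 55% in size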
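Measures dequenching upon AP-site incision of a 5'-TAMRA/3'-BHQ-2 THF-containing duplex, 50 nM; human APE1 0.75 nM after 15 min room-temperature exposure to compound; kinetic three-point read at one-minute spacing.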
Pol kappa inh = inhibitors of human DNA polymerase kappa. Q9UBT6. purified Pol kappa, fluorescent DNA synthesis assay, 10 min. Potency, µM (highest dose often 107 µM), for the others: at the highest dose activity, negative = inhibition, hits mostly inhibitors. hit rate 0.53% among 400,000; further: potency means the concentration at half of the fitted maximal effect; on the % scale 0 is the no-effect control and ±100 the full control effect
Target sequence (Q9UBT6 whole entry, looked up): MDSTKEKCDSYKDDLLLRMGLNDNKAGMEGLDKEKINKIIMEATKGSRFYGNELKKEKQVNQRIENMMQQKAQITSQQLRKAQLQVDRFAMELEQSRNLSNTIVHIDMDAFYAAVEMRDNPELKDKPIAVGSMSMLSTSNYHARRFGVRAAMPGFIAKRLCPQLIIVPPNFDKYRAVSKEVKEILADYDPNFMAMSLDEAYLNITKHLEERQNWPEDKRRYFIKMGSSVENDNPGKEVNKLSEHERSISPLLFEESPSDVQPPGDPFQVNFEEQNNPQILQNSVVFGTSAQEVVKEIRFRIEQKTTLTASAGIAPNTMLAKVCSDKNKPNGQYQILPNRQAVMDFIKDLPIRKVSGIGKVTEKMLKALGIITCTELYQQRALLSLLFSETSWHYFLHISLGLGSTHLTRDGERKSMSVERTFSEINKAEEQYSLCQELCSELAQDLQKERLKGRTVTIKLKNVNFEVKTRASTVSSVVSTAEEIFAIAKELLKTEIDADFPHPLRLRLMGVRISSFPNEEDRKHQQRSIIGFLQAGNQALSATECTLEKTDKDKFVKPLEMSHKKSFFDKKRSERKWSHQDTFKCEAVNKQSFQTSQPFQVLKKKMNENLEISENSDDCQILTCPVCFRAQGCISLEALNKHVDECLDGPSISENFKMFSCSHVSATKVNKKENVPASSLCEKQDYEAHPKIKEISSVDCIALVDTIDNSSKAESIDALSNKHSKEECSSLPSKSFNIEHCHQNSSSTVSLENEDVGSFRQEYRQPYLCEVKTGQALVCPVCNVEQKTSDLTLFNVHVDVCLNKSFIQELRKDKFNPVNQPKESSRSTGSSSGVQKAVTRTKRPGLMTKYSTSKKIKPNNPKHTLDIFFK
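First, compounds were pin-transferred onto 10 nM Pol kappa. After 15 min at room temperature, substrate was added to 50 nM final. Fluorescence was then measured kinetically at 0 and 10 min.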
Apoferritin bind = binds horse apoferritin like a general anesthetic | hit rate 0.074% among 350,000 | AID 485281 | Potency, µM (series often up to 77.5 µM), for the others: at the highest dose activity change, negative = displacement, most hits filed as inhibitors | apoferritin/1-aminoanthracene competitive binding, fluorescence | P02791; further: potency means the concentration at half of the fitted maximal effect; on the % scale 0 is the no-effect control and ±100 the full control effect; nearly all actives have a fitted effect of over 20% in size
Target sequence (P02791 2-175 limits assumed): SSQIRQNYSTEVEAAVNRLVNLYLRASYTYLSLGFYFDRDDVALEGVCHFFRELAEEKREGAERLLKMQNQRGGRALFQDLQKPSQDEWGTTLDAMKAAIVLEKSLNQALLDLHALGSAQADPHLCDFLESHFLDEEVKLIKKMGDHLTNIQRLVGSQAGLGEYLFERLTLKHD
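Concentration-response curves derived by four-parameter Hill fitting of normalized fluorescence, where compounds displaced 1-AMA from 10 uM horse apoferritin following a brief 10 min room-temperature incubation; propofol titration acted as positive control.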
Pol beta inh = inhibitors of human DNA polymerase beta; hit rate 1.3% among 340,000; P06746; Pol beta primer extension/strand displacement, fluorescence kinetic; AID 485314; Potency, µM (top dose mostly 114 µM), for the others: at the highest dose activity change, negative = inhibition, most hits filed as inhibitors; further: potency means the concentration at half of the fitted maximal effect; on the % scale 0 is the no-effect control and ±100 the full control effect
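Pol beta (10 nM) and compounds were preincubated 15 min at room temperature, then 50 nM substrate (final) started primer extension/strand displacement. Reads were taken at 0 and 10 min; concentration-response data were fitted to a four-parameter Hill equation.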
Pol eta inh = DNA polymerase eta (human) inhibition; Q9Y253; recombinant Pol eta, fluorescent DNA replication assay; Potency, µM (highest dose often 114 µM), for the others: at the highest dose activity change, negative = inhibition, actives largely listed as inhibitors; hit rate 1.2% among 390,000; AID 588591; further: potency means the concentration at half of the fitted maximal effect; on the % scale 0 is the no-effect control and ±100 the full control effect
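Pol eta at 10 nM preincubated with compounds 15 min at room temperature; reaction started with fluorescent substrate (50 nM final) and read kinetically at 0 and 10 min.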
LDHA block = LDHA (human) enzyme inhibition; P00338; purified LDHA, NADH/diaphorase-resazurin fluorescence; stronger effect = lower value; activity change, % (values are at about 110 or 230 µM); hit rate 0.15% among 480,000; AID 1347041; in the data active means activity change below about -30%; inconclusive means mostly about -25% to -30%;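 further: plate controls were DMSO wells for no effect and wells without enzyme for full effect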
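LDH5 2 nM; NADH 0.06 mM, pyruvate 0.2 mM; 200 mM Tris pH 7.4, EDTA, Tween-20; 5 min RT. Detection: diaphorase 0.133 mg/mL + resazurin 37 µM, fluorescence ex540/em590 at 0 and 20 min; normalized to enzyme-free and DMSO wells.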
Active calls of the source: *; ? = inconclusive; · = not tested or not shown; & = joins results of further samples; [ ] = another dose, or the depositor's remark. Unless noted, the call rests on the fitted dose curve; in most records, active means well fitted curve in the direction sought with a large enough effect; inconclusive means small, poorly fitted or top-dose-only effect, or another doubt; inactive means no such curve, though single readings can be large; an effect the other way counts as inactive or inconclusive.

SMILES	Glioma ERSR ind	POLI inh	BLM helicase inh	APEX1 inh	Pol kappa inh	Apoferritin bind	Pol beta inh	Pol eta inh	LDHA block
Cc1cc(/C=N/n2cnnc2)c(C)n1-c1ccc2ncccc2c1	1%	24%	·	·	-13%	·	·	2%	-5
CCOC(=O)C1=NN(C(=O)Nc2cccc(C(F)(F)F)c2)C2C(=O)N(c3cccc(C(F)(F)F)c3)C(=O)C12 (stereo unspecified)	2%	-5%	-5%	-7%	-11%	3%	-18%	-21%	-1
O=C(CNC(=O)c1ccco1)N=Nc1c(O)[nH]c2ccc(Br)cc12	6%	36%[activator]	-3%	-11%	-18%	-9%	-2%	4%	0
O=C(Nc1scc(-c2ccccc2)c1C(=O)O)c1ccccc1F	6%	0%	-3%	27%	3%	-11%	-13%	-11%	0
O=C(O)c1cccc(CN2C(=O)CSC2=O)c1	1%	4%	-9%	-9%	-16%	-5%	27%	-1%	-4
COc1ccc([C@H]2C=C3CN(C(=O)OC(C)(C)C)S(=O)(=O)[C@H]3C[C@H]2OC(=O)c2cccs2)cc1	-5%	45%[activator]	-8%	-1%	-8%	-2%	-1%	-16%	1
COc1ccc(-c2cn(-c3ccc(C)cc3)c(=O)n2CC(=O)Nc2ccc(OC)c(OC)c2)cc1	0%	3%	-11%	-7%	-16%	-15%	-10%	-11%	-3
CCCCn1c(=N)c(S(=O)(=O)c2ccc(Cl)cc2)cc2c(=O)n3cccc(C)c3nc21	-2%	14%	-3%	·	-14%	-3%	-2%	-19%	-1
CC(C)CN(C(=O)c1ccc(=O)n(C)n1)c1nc2ccccc2s1	0%	13%	-3%	-1%	-16%	9%	?	-2%	4
NC1=NCC2c3ccccc3Cc3ccccc3N12 (stereo unspecified)	-3%&-5%&-4%	·	-4%&-14%	19%	6%[60.1 µM]	3%	·	·	·
CCCCCOC(=O)C1[C@H]2C(=O)N(CCCOC)C[C@]23C=C[C@H]1O3 (stereo partly specified)	-1%	3%	-6%	26%	-10%	-21%	39%	-3%	-5
CC(C)CC(=O)Nc1nnc(SCC(=O)Nc2ccc(F)cc2)s1	-2%	-18%	-2%	-2%	8%	-9%	0%	1%	-5
CCOC(=O)N1CCc2c(sc3c2C(=O)NC(c2ccccc2)N3)C1 (stereo unspecified)	-4%	28%	-4%	-9%	-23%	-4%	41%	?	20
CCOC(=O)c1ccc(NC(=O)CSc2nc3cccnc3n2C)cc1	-6%	?	-9%	-14%	-9%	7%	1%	-6%	-6
CC(OC(=O)C1CCN(c2ccc(C(F)(F)F)cn2)CC1)C(=O)c1ccccc1 (stereo unspecified)	-2%	8%	·	-25%	-18%	·	·	-13%	4
N#C/C(=C\c1ccc(Cl)cc1)c1n[nH]c(Cn2cncn2)n1	2%	-6%	1%	0%	-13%	-9%	2%	-9%	-4
Cc1cc(=O)[nH]c(SCC(=O)Nc2c(C)n(C)n(-c3ccccc3)c2=O)n1	-4%	41%[activator]	·	-2%	-3%	·	·	-8%	-7
Cc1ccc(Cn2c(C(C)Nc3nc(-c4ccc(C)cc4)cs3)nc3cc(Cl)c(Cl)cc32)cc1 (stereo unspecified)	-1%	-15%	-15%	-53%	-13%	-15%	32µM*	-28%	-4
CNC(=O)c1cc(C(=O)c2c(Cl)cccc2Cl)c[nH]1	-1%	13%	-4%	0%	-15%	-9%	21%	0%	-7
CN1CCN(C(=S)Nc2ccc(Oc3ccccc3)cc2)CC1	-2%	-8%	-3%	-1%	-5%	-19%	-1%	-20%	-5
CC(C)=CC(=O)N1CCCC(N2CCN(c3ccc(F)cc3)CC2)C1 (stereo unspecified)	1%	27%	-14%	7%	-1%	-9%	25%	-13%	0
CCc1nn2c(=O)cc(COC(=O)c3ccccc3NC(=O)C3CCCCC3)nc2s1	1%	-29%	-5%	·	-10%[60.1 µM]	13%	-2%	-3%	-15
CCOc1ccc(C(C)=O)cc1CSc1nnc(-c2ccoc2C)n1N	-3%	-9%	-1%	-6%	-14%	?	4%	-1%	-1
COc1ccc(OCC(=O)OCC(=O)Nc2cc(S(=O)(=O)N3CCOCC3)ccc2Cl)cc1	-6%	11%	·	17%	-3%	·	·	-7%	0
CCC1(C)Cc2c(sc(NC(=O)CCC(=O)O)c2C#N)CO1 (stereo unspecified)	-1%	0%	-2%	-3%	0%	-4%	27%	-6%	-4
COc1cc(C(=O)NCC(=O)N2CCN(S(=O)(=O)c3ccccc3)CC2)cc(OC)c1OC	-1%	35%[activator]	·	-14%	-5%	·	·	3%	-3
NCCc1nnc(SCC(N)=O)o1	-3%	6%	1%	-4%	-5%	-13%	29%	5%	1
Cc1c(C(C)C)c(=O)n(-c2ccc(S(=O)(=O)NCc3ccccc3)cc2)n1C	-2%	22%	1%	?	-2%	-22%	3%	1%	-1
O=Nc1c2nc3ccccc3n(O)c-2c2ccccc12	·	·	0%	-11%	·	-23%	-68%	·	·
Cc1ccc(S(=O)(=O)Nc2cc(C(=O)O)ccc2N2CCCCC2)cc1	2%	0%	-2%	-7%	1%	-2%	-9%	3%	-5
Cc1ccc(S(=O)(=O)Cc2ccc(C(=O)N3CCN(c4ccccn4)CC3)o2)cc1	0%	?	-4%	0%	0%	-8%	-1%	4%	-12
Cc1ccsc1C(=O)N(c1nc2ccccc2s1)c1c(C)cccc1C	-4%	0%	-7%	11%	2%	-7%	21%	-10%	-3
Cc1ccc(C)c(OCCC(=O)NNC(=O)c2ccncc2)c1	0%	45%[activator]	·	0%	-3%	·	·	-16%	-8
CCNc1nc(NCC)n2c(SCC(=O)c3ccc(C(C)C)cc3)nnc2n1	-3%	-5%	0%	4%	0%	-7%	3%	-1%	-5
CC1Cc2ccccc2N1C(=O)c1ccc2snnc2c1 (stereo unspecified)	0%	-9%	-3%	1%	-4%	?	17%	-9%	-3
CCc1ccccc1NC(=O)CNC(=O)c1cccc(S(=O)(=O)N2CCN(Cc3ccccc3)CC2)c1	-3%	-16%	·	-9%	-8%	·	·	-11%	-5
O=C(NNS(=O)(=O)c1ccc(F)cc1)c1ccccc1F	0%	1%	-2%	7%	-1%	-5%	-22%	-2%	1
CCn1c(SCC(=O)N/N=C/c2cc(OC)c(OC)c(OC)c2)nc2ccccc21	-3%	-1%	-3%	1%	-2%	-23%	-19%	-20%	-3
Cc1cccc(OCc2nnc(SCC(=O)N3c4ccccc4Sc4ccc(Cl)cc43)o2)c1	-4%	17%	-7%	-2%	-4%	26%	3%	-15%	-10
CC(NS(=O)(=O)c1ccc2ccccc2c1)c1ccccn1 (stereo unspecified)	-4%	?	·	8%	-10%	·	·	-6%	-20
O=C(COc1ccc(Br)cc1)Nc1ccc(C(=O)OC2CCCCC2)cc1	·	-4%	1%	·	4%	-4%	3%	·	1
Cc1cccc(C(C)C)c1NC(=O)CSc1nncn1C	-2%	27%	-4%	5%	-10%	7%	2%	-21%	-1
Cc1onc(-c2c(F)cccc2Cl)c1C(=O)c1ccccc1O	-5%	28%	-7%	-2%	-2%	-15%	-10%	-19%	-4
CCOC(=O)N1CCN(Cc2nc3cc(NC(=O)c4cccc(C)c4)ccc3n2C(C)C)CC1	·	11%	-3%	·	-6%	-19%	5%	·	-13&3
O=C(CSc1nc2c(oc3ccccc32)c(=O)n1CC1CCCO1)NCc1ccccc1 (stereo unspecified)	-3%	20%	·	10%	-9%	·	·	-21%	-2
C=Cc1ccc(CSc2nnc(C)n3c2cc2occc23)cc1	0%	34%[activator]	-13%	·	-25%	-12%	-1%	-10%	-5
Cc1ccc(OCCn2c(C3CC(=O)N(Cc4ccccc4)C3)nc3ccccc32)cc1 (stereo unspecified)	-2%	-7%	-7%	-8%	-11%	-7%	-12%	-22%	1
CCc1cccc(CC)c1-n1c(SCc2cc(=O)n3ccsc3n2)nnc1-c1cccnc1	3%	-4%	-1%	-2%	-2%	-18%	-2%	0%	1
CCOc1cc(NC(=O)c2ccco2)c(OCC)cc1NC(=O)CCc1ccccc1OC	-9%	19%	-11%	-6%	-7%	-15%	-1%	-18%	6
COc1ccc([N+](=O)[O-])cc1NC(=O)COC(=O)c1ccccn1	-2%	117%[activator]	-12%	-6%	-3%	-2%	2%	-23%	1
COc1ccc(NS(=O)(=O)c2c(C)nc3scc(C)n3c2=O)cc1	-1%	20%	-1%	·	-21%	-9%	-18%	-17%	-2
CC1CCCC(C)N1C(=O)Cn1c(SCC(=O)Nc2ccc3c(c2)OCO3)nc2ccccc21 (stereo unspecified)	-1%	-10%	-5%	6%	-6%	-13%	-9%	-7%	2
CCN(C[C@H]1N[C@@](CC)(C(=O)OC)[C@H]2C(=O)N(Cc3ccccc3)C(=O)[C@@H]12)C(=O)Nc1ccc(OC)cc1	0%	-18%	·	37%	-11%	·	·	-3%	4
O=C1N=c2ccc(Br)cc2=C1c1sc(=O)[nH]c1O	·	·	-8%	0%	·	0%	-29%	·	·
CCOC(=O)CSc1ncnc2c1cnn2-c1ccccc1	-3%	13%	-2%	-5%	15%	-9%	-10%	-11%	-1
CCOC(=O)N1CCN(C(=O)CN(C2CCCCC2)S(=O)(=O)c2ccc(Cl)cc2)CC1	0%	-13%[58.9 µM]	-5%	1%	-3%	?	21%	-8%	4

Complete entries from above. Order of screens: Glioma ERSR ind	POLI inh	BLM helicase inh	APEX1 inh	Pol kappa inh	Apoferritin bind	Pol beta inh	Pol eta inh	LDHA block
Profile of Cc1cc(=O)[nH]c(SCC(=O)Nc2c(C)n(C)n(-c3ccccc3)c2=O)n1 → -4%	41%[activator]	·	-2%	-3%	·	·	-8%	-7
Profile of NCCc1nnc(SCC(N)=O)o1 → -3%	6%	1%	-4%	-5%	-13%	29%	5%	1
Profile of Cc1ccc(C)c(OCCC(=O)NNC(=O)c2ccncc2)c1 → 0%	45%[activator]	·	0%	-3%	·	·	-16%	-8

These rows are one share of the data; rates above refer to the full screens.
